# Bioassay records as filed in PubChem BioAssay.
# Autophagy HCS = modulators of autophagy; MEF GFP-LC3 puncta imaging; test concentration mostly 10 µM; calls only at 10 µM (by protocol); actives 0.98% (n = 190,000); AID 463193;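 active = percentage of spot-positive cells more than 3 SD above its plate mean, without a fluorescence outlier flag or 80% toxicity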;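 note: spot-positive cell cutoff set from DMSO-treated cells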
# XIAP displacement = XIAP antagonists, biochemical, IAP family, fluorescence polarization (AID 1018). XIAP BIR domain, fluorescence polarization peptide displacement; higher % means a stronger effect. displacement, % at 20 µM; hits with a dose series show IC50 in µM. actives 0.007% (n = 200,000); in the data active = displacement above about 50%; note: a part of the inactive calls stands beside numbers as strong as those of hits
# Dynein transport = dynein cargo transport inhibition. actives 0.47% (n = 220,000). z-score, hits read low. 3617.4 mouse cells, GR-EGFP nuclear translocation imaging; test concentration mostly 20 µM; stimulated with dexamethasone, 1 µM; hits give low values;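 active = plate z-score of nuclear minus cytoplasmic receptor signal below a set negative limit, without overly bright fluorescence or cell loss, cut at about -3.5 in these data, passing the limit was not always enough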;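 note: z-score of nuclear minus cytoplasmic ring GR-EGFP intensity difference per well; some compounds called inactive have numbers as strong as hits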
#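 medium = tetracycline-free induction medium containing charcoal-stripped FBS | probe or stimulus = dexamethasone, 1.0 µM final | timing = 48 h induction, then 1 h compound, then 30 min agonist, 37 °C | detection = automated 10x imaging of fixed Hoechst-stained cells | read-out basis = nuclear versus cytoplasmic GR-EGFP signal, averaged per well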
# WT yeast gro inh = growth inhibition of WT yeast, mitochondrial fusion screen; mitochondrial fusion phenotypic screen, WT strain; inhibition, % at 10 µM; actives 2.1% (n = 190,000); AID 1362; in the data active = inhibition above about 58%; tested in S. cerevisiae
# Lipid droplet = hepatic lipid droplet formation modulation; AID 1656; inhibition, % at 6.5 µM; actives 0.4% (n = 240,000); AML12 mouse hepatocytes, oleate lipid droplets, BODIPY imaging;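 active = lipid droplet intensity inhibited by at least 50%, with more than 500 cells counted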
#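 Test system: AML12 mouse liver cells; schedule: overnight exposure; technique: high-content imaging of BODIPY-stained droplets and DAPI nuclei; read-out: % inhibition of corrected integrated BODIPY droplet signal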
# Insulin prom up = MIN6 insulin promoter up-regulation. actives 0.3% (n = 190,000). MIN6 insulin promoter-GFP reporter, high-content imaging; hits give high values. z-score at 5 µM;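 active = z-score above 3 at 5 µM with at least 500 cells counted in the well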
# MT stabilizer = stabilizes microtubules in HeLa cells | HeLa tubulin immunostaining HCS, 24 h; share of cells brighter than vehicle mean+2SD | % tubulin-high responders, % at 10 µM | actives 0.83% (n = 200,000);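 active = plate Z-score above 3 for both tubulin-high and condensed-nucleus cell shares, with cell loss under 80%, at 10 µM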;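 note: anti alpha tubulin signal scored within the nucleus-defined area of each cell; some results filed as inactive read as strong as hits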
# ER stress rescue = rescue of cells from ER stress-induced death, primary screen, 384-well, CSM14.1, thapsigargin, ATP luminescence (AID 1222). cellular ATP content (survival), % at 20 µM, or EC50 in µM where a hit was titrated. CSM14.1 thapsigargin-induced death rescue, ATP luminescence; higher % means a stronger effect. 190,000 tested, under 10 active;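 active = EC50 below 50 µM in the dose-response confirmation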;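 note: death triggered by thapsigargin at about 15 µM added after 2 h compound pretreatment; cell ATP read after overnight thapsigargin exposure of roughly 18 to 22 hours; normalized against plate controls of thapsigargin alone and 5% DMSO vehicle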
# bCat nuc transl = alters nuclear translocation of beta-catenin in HeLa cells; nuclear translocation activity, % at 5 µM; actives 0.3% (n = 190,000); immunofluorescence imaging; AID 1665;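 active = nuclear translocation activity above 50% at 5 µM, with a well cell count of 50 or more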;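 note: per-cell ratio of nuclear to cytoplasmic median beta-catenin stain intensity; plate controls were DMSO negative control for no effect and GSK-3 inhibitor IX positive control for full effect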
#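 Read-out: Nuclear/cytoplasmic beta-catenin signal ratio, % activation | Assay system: Human HeLa cell line | Times: 24 h compound exposure at 37°C, 5% CO2 | Signal: Fluorescence imaging of beta-catenin antibody stain plus DAPI | Dosing: 5 µM primary, 0.02–20 µM confirmation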
# WT yeast gro inh mutant strain = recorded beside WT yeast gro inh, whose call it bears; inhibition, %; mitochondrial fusion phenotypic screen, mutant strain inhibition
# Dynein transport cytoplasmic EGFP = further read-out of Dynein transport, marked with its call; z-score; measured here: cytoplasmic GR-EGFP intensity; hits give high values
# Dynein transport nuclear GR-EGFP = second read-out of Dynein transport, no call of its own (marks repeat the call); z-score; measured here: nuclear GR-EGFP intensity;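 lower value marks the stronger effect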
# Dynein transport cell count = second read-out of Dynein transport, no call of its own (marks repeat the call); z-score; measured here: cell count per field
# Insulin prom up cell count = further read-out of Insulin prom up, marked with its call; cell count; measured here: cytotoxicity, nuclei count;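 total cells summed across four imaged fields per well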
# Lipid droplet cells 6.5 µM = second read-out of Lipid droplet, no call of its own (marks repeat the call); cell count; measured here: cell count, cytotoxicity flag;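 cells counted across two imaged fields per well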
# bCat nuc transl cell count 5 µM = also measured in bCat nuc transl; calls as there; cell count; measured here: cell count, cytotoxicity flag
# MT stabilizer Hoechst-high % = also measured in MT stabilizer; calls as there; % Hoechst-high responders; measured here: nuclear condensation Hoechst responders;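 share of cells brighter than vehicle mean plus two SD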
# MT stabilizer cytotoxicity % = also measured in MT stabilizer; calls as there; toxicity, %; measured here: cytotoxicity by cell density;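 0% = mean cell density of plate MIN control wells and 100% = no cells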
# Autophagy HCS cell loss 18 h = recorded beside Autophagy HCS, whose call it bears; toxicity, %; measured here: cell loss, nuclei count;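 cell loss after 18 h compound exposure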
# Active calls of the source: *; i = inactive; . = no result given. Random draw from the library (roughly 4% active in at least one column).
Molecule	bCat nuc transl	bCat nuc transl cell count 5 µM	XIAP displacement	Lipid droplet	Dynein transport cell count	Lipid droplet cells 6.5 µM	WT yeast gro inh	ER stress rescue	WT yeast gro inh mutant strain	Autophagy HCS cell loss 18 h	MT stabilizer	MT stabilizer Hoechst-high %	Dynein transport	Insulin prom up cell count	Insulin prom up	Dynein transport nuclear GR-EGFP	Dynein transport cytoplasmic EGFP	Autophagy HCS	MT stabilizer cytotoxicity %
COc1ccccc1OCCC(=O)OCCN1C(=O)c2ccccc2C1=O	0.6	1112	-2.8%	.	-0.33	.	19	0.8%	5	-5	4.3	2.9	-0.089	1026	-0.41	0.23	-0.21	i	9.0
CCn1nnc(-c2ccc(N)cc2)n1	0.3	1310	-4.1%	-1	0.59	619	3	1.4%	-7	6	7.6	1.8	-0.5	1421	-0.38	-0.28	-0.29	i	11
CCCCOCC1CN(c2ccccc2)C(=O)CS1 (stereo not drawn)	.	.	5.4%	1	0.19	726	7	-2.4%	10	2	2.0	2.3	-1.4	1300	-0.46	-0.46	-0.2	i	23
C=CCO/N=C(/C)c1ccc(Oc2cnccn2)cc1	-0.6	1167	-3.2%	2	-0.48	698	1	0.8%	-11	0	5.6	1.8	0.24	1374	-0.01	0.39	-0.34	i	7.8
C=Cn1c(C(=O)O)ccc1-c1ccc(CC)cc1	0.5	1322	.	2	0.81	765	.	.	.	.	.	.	0.016	913	0.39	0.43	-0.19	.	.
Nc1cc(=O)[nH]c(SCC(=O)N2CCN(S(=O)(=O)c3ccc4ccccc4c3)CC2)n1	-0.6	1114	-4.6%	17	0.73	622	8	1.6%	0	6	1.3	1.9	-0.67	1314	-0.23	-0.3	-0.22	i	4.6
CCOC(=O)CCCCC(=O)c1[nH]c(=O)[nH]c1CSc1nc(-c2ccccc2)c(C#N)c(=O)[nH]1	.	.	-5.2%	6	-0.62	667	-11	-2.3%	6	1	3.2	3.0	0.53	1260	0.31	0.95	-0.26	i	31
CC(=O)c1cccc(NC(=O)C(C)N(C)CC(=O)Nc2ccc(Cl)cc2)c1 (stereo not drawn)	0.0	1313	.	0	0.03	727	.	.	.	.	.	.	-0.27	1354	-0.36	-0.052	-0.25	.	.
CCc1ccc(Cn2nnc(C(=O)Nc3ccc(OC)cc3OC)c2N)cc1	.	.	-3.9%	.	0.085	.	6	-0.3%	-3	0	2.9	4.1	-0.011	900	0.37	0.22	-0.17	i	4.4
C=CCOc1ccc(CNn2cn[nH]c2=S)cc1OCC	1.3	1334	-3.2%	.	-0.092	.	-13	-4.0%	-34	9	1.4	1.3	-0.065	1568	-0.14	-0.28	-0.18	i	7.0
Cc1ccc(SCC(=O)Nc2ccc(-c3nnc(-c4ccco4)o3)cc2)cc1	.	.	0.1%	.	0.81	.	35	3.3%	27	2	0.9	2.3	0.14	.	.	-0.48	-0.21	i	7.5
O=C(COC(=O)c1c2c(nc3ccccc13)CCCCC2)NCc1ccc2c(c1)OCO2	-1.7	926	-5.1%	6	-0.16	656	18	-3.8%	-2	6	3.2	2.9	-0.087	.	.	-0.18	-0.27	i	7.2
CC(=O)NCCNc1ccc([N+](=O)[O-])cc1C#N	-8.6	1137	-6.4%	6	1.8	749	-4	4.3%	11	2	8.0	1.7	-0.33	1121	-0.25	0.17	-0.26	i	9.0
Cc1ccc(NCc2n[nH]c(=S)n2Cc2ccccc2)cc1Cl	0.4	965	-1.0%	-9	0.88	761	67*	-0.8%	30*	-3	1.1	1.1	-0.41	.	.	-0.24	-0.35	i	4.9
CCOC(=O)c1c(NC(=O)c2noc(C)c2[N+](=O)[O-])sc(C(C)=O)c1C	0.1	1143	-5.5%	0	0.15	730	-20	-12%	1	10	2.2	2.6	0.53	1373	-1	0.37	-0.32	i	7.6
Cc1nn(C)c(C(=O)NNC(=S)NCc2ccco2)c1Br	0.1	1167	-8.5%	-6	0.23	697	-9	-1.6%	4	15	3.5	2.3	-0.049	1247	-0.87	0.03	-0.26	i	7.5
CC(CCc1ccccc1)NC(=O)COC(=O)C1=COCCO1 (stereo not drawn)	-8.1	1048	-4.7%	.	-0.099	.	-14	-0.2%	5	-2	2.0	2.2	-0.5	1326	0.74	-0.17	-0.21	i	6.1
CCOC(=O)c1ccccc1NC(=O)Cn1cnc2c(cnn2C(C)(C)C)c1=O	0.6	1399	-6.2%	.	-1.2	.	-14	-1.1%	2	-33	2.7	2.1	2.4	1312	0.44	1.7	-0.24	i	19
Cc1cccc(C)c1OCC(O)CN1CCN(c2ccccn2)CC1 (stereo not drawn)	-1.0	1090	-3.4%	9	0.49	704	-16	-1.2%	10	4	7.5	2.8	-1.1	1254	-0.54	-0.16	-0.36	i	6.8
Nc1c(C(=O)O)sc2nc(-c3ccccc3)c3c(c12)CCCC3	-2.1	1082	-9.3%	-1	1	676	10	0.9%	0	17	3.9	2.2	-0.94	1452	0.06	-0.25	-0.11	i	6.0
Cc1ccccc1Sc1c(C#N)c(-c2ccccc2)nn1C	.	.	-5.7%	.	0.65	.	39	4.4%	-2	-1	2.0	1.2	-0.81	1305	0.93	-0.51	-0.21	i	10
O=[N+]([O-])c1ccc(N/N=C2/CCCCC2c2ccccn2)c([N+](=O)[O-])c1 (stereo not drawn)	0.6	510	-3.5%	1	0.3	671	16	-2.4%	11	14	2.4	1.6	-0.67	1394	0.05	-0.35	-0.16	i	7.3
Cc1ccccc1OCc1nnc(SCC(=O)Nc2ccc(N3CCOCC3)c(Cl)c2)n1C	.	.	-19%	18	0.54	837	1	-1.1%	1	-5	1.1	0.9	-0.088	805	-0.22	-0.24	-0.15	i	9.3
COc1cc(-c2nc3ccccn3c2/N=C/c2cccc(OC)c2O)ccc1O	2.6	1093	-8.3%	-8	1.1	681	13	-0.6%	-9	6	3.0	1.1	1.2	1128	-0.02	0.91	-0.45	i	1.3
COc1ccc(S(=O)(=O)N(CC(=O)N2CCOCC2)c2cc(Cl)ccc2OC)cc1OC	0.0	687	-3.3%	.	0.51	.	-13	-1.9%	-3	28	2.6	2.8	-0.43	1252	0.03	0.37	-0.3	i	9.0
CCOc1cc(CNc2ccc(O)cc2)cc(Br)c1OCc1ccccc1F	5.6	939	-2.5%	19	0.57	607	13	-2.6%	15	2	2.5	2.4	-0.8	1594	-0.8	-0.66	-0.2	i	0.3
O=C(Nc1nnc(CC(=O)N2CCOCC2)s1)c1cccs1	.	.	-1.9%	-9	-0.77	690	-1	.	8	3	4.2	2.3	0.67	1193	-1.2	0.83	-0.18	i	7.4
O=C(CN1CCCC1)Nc1ccc([N+](=O)[O-])cc1	-4.3	1092	-0.8%	22	0.00056	720	-8	-0.3%	-2	-15	3.6	2.9	-0.21	1638	0.25	0.21	-0.24	i	13
CCOC(=O)c1cc2nc(Nc3ccc(OC)cc3)sc2s1	3.8	1188	-20%	15	-2.4	795	9	-2.3%	57	2	4.6	3.1	0.38	1252	-0.33	1.2	1.8	i	6.6
COc1ccc(C(c2nnnn2CC2CCCO2)N2CCN(c3ccc(F)cc3)CC2)cc1 (stereo not drawn)	3.1	1056	-1.1%	-7	-0.28	699	8	-5.9%	-9	11	7.1	2.0	-0.24	1381	-0.29	0.43	0.0071	i	8.7
COC(=O)c1ccc(COc2nc(C)cc(C)c2C#N)o1	1.8	1136	-0.8%	-6	0.35	732	-1	-2.8%	-1	-7	2.4	2.0	0.62	1144	-0.92	0.23	-0.22	i	7.1
O=C1CCCCC(=O)N(c2ccccc2)c2ccccc21	-5.8	940	-1.6%	.	0.14	.	5	-1.3%	4	8	3.7	1.9	0.22	1400	-1.2	-0.23	-0.41	i	9.2
Cc1ccc(NC(=O)Nc2cccnc2)cc1NC(=O)Nc1cccnc1	-1.5	1187	.	31	1.1	625	.	.	.	.	.	.	-1.2	1414	-0.66	-0.65	-0.22	.	.
CCC1CCc2c(sc(N)c2C(N)=O)C1 (stereo not drawn)	.	.	.	.	-0.16	.	13	.	7	1	3.2	1.8	-0.25	.	.	-0.068	-0.12	i	4.8
CN(/C=C/c1c([N+](=O)[O-])c(=O)n(C)c(=O)n1C)c1ccccc1	-1.7	1044	-9.1%	2	1.1	736	-16	0.2%	-22	2	2.8	2.0	-0.87	1665	0.13	-0.49	-0.33	i	5.6
Cc1nc2c(O)cccc2cc1CO	3.4	920	.	5	0.56	867	.	.	.	.	.	.	-0.0099	1351	0.09	-0.23	-0.068	.	.
COc1ccccc1CNC(=O)CSc1nnc2ccc(-c3cccnc3)nn12	0.4	1075	2.2%	6	-0.43	735	-9	.	6	33	4.4	1.5	-0.13	1282	0.43	-0.38	-0.3	i	0.4

# An excerpt from above in order of the Dynein transport cell count value, low to high:
Compound,Dynein transport cell count
CCOC(=O)c1ccccc1NC(=O)Cn1cnc2c(cnn2C(C)(C)C)c1=O,-1.2
CCOc1cc(CNc2ccc(O)cc2)cc(Br)c1OCc1ccccc1F,0.57
COc1cc(-c2nc3ccccn3c2/N=C/c2cccc(OC)c2O)ccc1O,1.1
